Compound activity from PubChem.
HTRA1 inhibitor: inhibitors of human serine peptidase HTRA1. Q92743. recombinant HTRA1, FP-rhodamine activity-based probe, fluorescence polarization. inhibition, % at 5.96 µM. hit rate 0.5% among 340,000. AID 504803; in the data active = inhibition above about 36%;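 also: 0% = enzyme with DMSO and 100% = wells lacking enzyme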
TCR CD3 inh: human TCR-CD3 binding inhibition | TAMRA-labeled TCR probe fluorescence, biochemical | inhibition, % at 9.4 µM | hit rate 0.37% among 360,000 | AID 651800; in the data active = inhibition above about 19%;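 also: recombinant mutant TCR 2C K166C tagged with TAMRA read by polarization; 0% = receptor in buffer alone and 100% = receptor with positive control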
MBD2 inh: inhibitors of human MBD2 binding to methylated oligonucleotide. TR-FRET. hit rate 0.31% among 370,000. Q9UBB5. inhibition, % at 4.4 µM. AID 686964; in the data active = inhibition above about 13%
GC-A act: GC-A (human) enzyme activation. P16066. HEK293 GC-A cells, cGMP TR-FRET, EC30 ANP; 0% at EC30 ANP, 100% saturating ANP. activation, % at 10 µM. hit rate 0.14% among 370,000; in the data active = activation above about 40%
PRMT1 FP inh: blocks human protein arginine methyltransferase 1; Q99873; recombinant PRMT1, activity-based probe fluorescence polarization; inhibition, % at 2.79 µM; hit rate 1.3% among 370,000; AID 652257;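 active = inhibition above about 21% made by adding two undisclosed values, limit read from the data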
SIAE inh: human SIAE inhibition, primary screen; Q9HAT2; SIAE FP-Rh probe binding, fluorescence polarization; inhibition, % at 9.66 µM; hit rate 0.69% among 370,000; AID 1053197;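 active = inhibition above a cutoff: mean of compounds within the control limits plus 3 SD of those, cut at about 17% in these data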;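 also: 0% = plate median of compound wells and 100% = probe without SIAE protein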
GC-B act: GC-B (human) receptor activation | HEK293-GC-B cells, CNP EC30, cGMP TR-FRET; 0% at EC30 CNP, 100% saturating CNP | activation, % at 10 µM | hit rate 0.11% among 370,000 | AID 1920062;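 active = activation at 10 µM reaching about 35% in either raw or pattern-adjusted values, limit read from the data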
Target sequence (P20594 whole entry, looked up): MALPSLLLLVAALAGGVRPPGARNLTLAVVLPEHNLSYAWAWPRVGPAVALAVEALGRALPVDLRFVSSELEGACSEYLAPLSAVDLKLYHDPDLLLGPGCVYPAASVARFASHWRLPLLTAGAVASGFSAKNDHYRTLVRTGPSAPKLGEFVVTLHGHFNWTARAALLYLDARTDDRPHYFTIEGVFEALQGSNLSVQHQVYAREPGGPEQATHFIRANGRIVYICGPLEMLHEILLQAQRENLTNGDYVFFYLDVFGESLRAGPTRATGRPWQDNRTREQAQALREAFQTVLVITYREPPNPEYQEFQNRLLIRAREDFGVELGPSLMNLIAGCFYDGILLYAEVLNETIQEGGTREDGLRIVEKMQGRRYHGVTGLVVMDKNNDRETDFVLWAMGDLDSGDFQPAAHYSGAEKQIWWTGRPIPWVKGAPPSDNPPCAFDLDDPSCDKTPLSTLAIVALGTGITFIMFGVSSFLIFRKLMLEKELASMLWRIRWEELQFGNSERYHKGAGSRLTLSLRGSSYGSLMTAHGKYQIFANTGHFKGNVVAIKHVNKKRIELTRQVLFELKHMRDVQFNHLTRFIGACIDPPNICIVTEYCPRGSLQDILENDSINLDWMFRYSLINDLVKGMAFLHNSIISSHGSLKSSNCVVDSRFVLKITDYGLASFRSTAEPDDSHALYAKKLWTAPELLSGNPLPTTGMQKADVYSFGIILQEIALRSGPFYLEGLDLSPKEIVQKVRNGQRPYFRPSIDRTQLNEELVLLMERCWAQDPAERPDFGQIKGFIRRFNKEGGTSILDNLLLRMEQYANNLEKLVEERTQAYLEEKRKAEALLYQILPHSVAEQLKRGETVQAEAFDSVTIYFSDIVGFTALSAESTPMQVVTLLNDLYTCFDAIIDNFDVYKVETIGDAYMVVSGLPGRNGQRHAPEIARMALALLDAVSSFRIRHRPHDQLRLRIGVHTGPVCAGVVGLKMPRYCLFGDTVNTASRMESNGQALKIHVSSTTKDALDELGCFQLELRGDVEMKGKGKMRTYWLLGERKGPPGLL
UHRF1 MBD2 ctr: human UHRF1 methylated DNA binding inhibitors. Q96T88. UHRF1 binding to methylated oligo, TR-FRET. inhibition, % at 4.4 µM. hit rate 0.75% among 370,000. AID 687016; in the data active = inhibition above about 21%;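 also: UHRF1 SRA domain binding a hemimethylated CpG hairpin DNA probe; 0% = median of test compound wells and 100% = reference inhibitor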
rCAG RNA binder: r(CAG) repeat RNA binding; inhibition, % at 3 µM; hit rate 1.3% among 370,000; TO-PRO-1 dye displacement fluorescence;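 active = inhibition above the plate cutoff, the mean of all test compounds on that plate plus 3 SD, cut at about 35% in these data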;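 also: 0% = DMSO alone and 100% = 100 µM mitoxantrone as full dye displacement; higher means more dye released from RNA so lower well fluorescence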
ABHD4 inh: inhibits mouse alpha/beta hydrolase domain 4. hit rate 0.54% among 370,000. AID 720543. purified mABHD4, FP-Rh probe fluorescence polarization. inhibition, % at 8.92 µM. Q8VD66;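 active = inhibition exceeding the mean over every tested compound plus 3 SD, cut at about 30% in these data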;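 also: 0% = plate median of compound wells and 100% = S159A mutant with DMSO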
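assay system = mABHD4 protein | compound dosing = single nominal dose of 8.92 µM, 0.89% DMSO final | read-out basis = percent inhibition of probe binding, normalized to plate controls | schedule = Enzyme–compound pre-incubation 45 min, then probe 60 min, both 25 °C | detection = fluorescence polarization, excitation 525 nm, emission 598 nm, BODIPY TMR filters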
Numbers without * were called inactive; . = no result given. A portion of the library; count on the stated rates, not on these rows.

Start of the data: the first 3 compounds, ahead of the listing:
Fields – ABHD4 inh	PRMT1 FP inh	GC-A act	HTRA1 inhibitor	rCAG RNA binder	UHRF1 MBD2 ctr	MBD2 inh	TCR CD3 inh	GC-B act	SIAE inh
- O=C(NCc1ccco1)c1cccc(NS(=O)(=O)c2cccc(F)c2)c1
    -4	0	2	-3	-1	6	5	-1	0	3
- Nc1ccc(OCCc2ccccc2)cc1
    6	-2	1	7	-1	-3	3	-3	2	1
- CCc1ccc(OCC(=O)NNC(=O)C2CCN(c3ncnc4sc(C)c(C)c34)CC2)cc1
    2	1	-4	-17	2	-3	-5	1	1	-1

The listing, previewed entries included:
Fields – ABHD4 inh	PRMT1 FP inh	GC-A act	HTRA1 inhibitor	rCAG RNA binder	UHRF1 MBD2 ctr	MBD2 inh	TCR CD3 inh	GC-B act	SIAE inh
- O=C(NCc1ccco1)c1cccc(NS(=O)(=O)c2cccc(F)c2)c1
    -4	0	2	-3	-1	6	5	-1	0	3
- Nc1ccc(OCCc2ccccc2)cc1
    6	-2	1	7	-1	-3	3	-3	2	1
- CCc1ccc(OCC(=O)NNC(=O)C2CCN(c3ncnc4sc(C)c(C)c34)CC2)cc1
    2	1	-4	-17	2	-3	-5	1	1	-1
- CCOCC(=O)Nc1nnc(SCCOC)s1
    -3	2	4	-7	0	19	8	-5	4	-1
- C[C@@H]1Cn2cnc(C(=O)Nc3cccc(Cl)c3)c2C(=O)N1
    0	-10	6	2	1	-2	-5	-5	-1	-7
- COc1ccc(S(=O)(=O)N(C)c2ccc(C(=O)Nc3ccccc3C(=O)N3CCOCC3)cc2)cc1OC
    5	-3	1	-5	-6	2	3	3	4	2
- COc1cc2c(cc1OC)C(C)N(S(=O)(=O)c1cn(C)c(C)n1)CC2 (stereo not given)
    2	0	4	.	-4	9	5	3	-8	-5
- CCCCN(C=O)c1c(CC)nc2ccc(C(=O)NCCN(C)C)cn12
    -7	4	1	.	-1	4	6	-5	2	1
- Cc1ccc(NC2CCCN(C(=O)CCc3ccncc3)C2)cc1C (stereo not given)
    5	-4	-5	-2	-8	1	0	0	-5	8
- CCOc1cc(/C=N/NC(=O)c2cc(-c3ccccc3)nc3ccccc23)ccc1O
    -34	-6	0	-30	23	2	-1	8	-2	14
- Cc1cccc(S(=O)Cc2ccc(C(=O)N3CCN(C(=O)c4ccco4)CC3)o2)c1 (stereo not given)
    3	4	0	-1	-4	14	4	3	1	3
- CCOC(=O)C1=NN(C(C)=O)C2C(=O)N(CC)C(=O)C12 (stereo not given)
    -2	4	6	.	0	-1	2	-6	3	-9
- COc1ccc(C(=O)NNC(=O)COC(=O)c2sccc2C)cc1
    -3	-6	-2	9	3	3	-7	3	1	2
- Cc1ccc(Nc2nnc(C(C)(C)C)c(=O)n2N)cc1
    4	-3	2	3	2	-3	-7	4	2	3
- O=C(CN1C(=O)c2ccccc2C1=O)NNC1=NS(=O)(=O)c2ccccc21
    4	-1	2	-2	0	-4	-4	6	1	3

Further structures follow:
Fields – ABHD4 inh	PRMT1 FP inh	GC-A act	HTRA1 inhibitor	rCAG RNA binder	UHRF1 MBD2 ctr	MBD2 inh	TCR CD3 inh	GC-B act	SIAE inh
- COCc1[nH]nc2c1C(c1ccccc1)NC2=O (stereo not given)
    3	0	-1	.	2	2	4	-2	3	0
- C[C@H](CO)N1C[C@H](C)[C@@H](CN(C)Cc2ccc3cccnc3c2)OCc2cnnn2CCCC1=O
    0	-3	2	3	0	0	3	4	3	-3
- O=C(NCc1ccccc1Cl)[C@H]1CCCN1C(=O)[C@H]1CCCN1C(=O)c1ccccc1
    -1	-2	5	.	1	-1	-3	3	4	-3
- COc1cc2c(cc1NC(=O)CSc1ccc(Cl)cc1)oc1ccccc12
    3	0	0	-8	4	-1	4	4	4	-14
- CC(=O)c1c(C)nn(CC(O)COc2ccc3ccccc3c2)c1C (stereo not given)
    -2	2	1	1	-5	-1	1	-1	0	0
- CCOc1ccc(NC(=O)CNC(=O)c2cccs2)cc1
    -2	-3	5	-1	1	2	2	-1	4	-1
- Cc1cc(NC(=O)c2ccc3c(c2)C(=O)N(CCC(C)C)C3=O)no1
    3	0	-6	0	-3	-2	1	-1	0	-1
- O=C1/C(=C/c2cccc(Cl)c2)SC(=S)N1CCC(=O)N1CCCCC1CCO (stereo not given)
    -10	4	-3	-7	1	0	7	0	-1	0
- O=C(CSc1nnc(NC(=O)c2c(F)cccc2Cl)s1)Nc1ccccc1F
    -3	-2	0	-5	13	15	2	4	2	-7
- CCC(=O)Nc1ccc(NC(=S)NC(=O)c2oc3ccccc3c2C)cc1
    -4	-1	0	5	3	-1	-2	1	-4	3
- CCN(CC)c1ccc(-c2nnc(SCC(=O)N(CCOC)c3c(N)n(CC(C)C)c(=O)[nH]c3=O)o2)cc1
    3	-4	-1	-7	-6	80*	1	7	-4	-3
- CCC1CCCCN1Cc1nc2c(c(=O)n(C)c(=O)n2C)n1CCCc1ccccc1 (stereo not given)
    -2	0	-3	-2	0	0	-1	-2	1	-8
- CN1CCN(c2ccccc2NC(=O)c2cc3ccccc3o2)CC1
    1	4	0	-14	-4	1	-6	2	-3	-3
- CCOc1ccc(NC(=O)c2cccc(NC(C)=O)c2)cc1S(=O)(=O)N1CCCC1
    -13	-4	-2	-6	3	4	4	8	-5	-14
- CCOc1ccc(OCC)c(NC(=O)CCCN2C(=O)c3cccnc3C2=O)c1
    4	0	-1	11	-6	2	3	-9	3	7

(next part)
Fields – ABHD4 inh	PRMT1 FP inh	GC-A act	HTRA1 inhibitor	rCAG RNA binder	UHRF1 MBD2 ctr	MBD2 inh	TCR CD3 inh	GC-B act	SIAE inh
- O=C(O)c1ccc(CN(Cc2ccccc2)S(=O)(=O)c2ccc(Cl)cc2)cc1
    -2	1	6	-5	28	-2	1	5	1	0
- COc1ccc(CN2CCN(C(=O)c3ccc(S(=O)(=O)N4CCCCCC4)cc3)CC2)cc1F
    2	-1	4	-6	-6	-5	-8	8	3	-2
- Cc1nc(SCC(=O)NCC2CCCO2)c2oc3ccccc3c2n1 (stereo not given)
    -4	-2	4	1	-7	2	4	0	-2	-6
- CN1CCN(C(=O)c2cccc(S(=O)(=O)N3CCCC3)c2)CC1
    -2	3	2	2	2	1	2	-12	4	8
- O=C(Nc1nccs1)c1ccc(Cl)cc1[N+](=O)[O-]
    2	4	1	3	1	-2	2	-7	-7	-2
- CCCCN1CC[C@H]2C=CC[C@@H](C(=O)Nc3nccs3)[C@H]2C1=O
    5	-1	-4	3	2	0	-2	1	4	3
- O=C(Nc1c(-c2ccc(C(F)(F)F)cc2)nc2ncccn12)c1ccccc1
    7	2	0	.	9	-2	-1	.	1	4
- CC(C)[C@H](NC(=O)c1ccc(Br)cc1)C(=O)NC1CCCCC1
    -15	-2	-1	4	5	3	4	-2	-1	-9
- CC1=NN(c2ccccc2)C(=O)/C1=C/c1cccs1
    6	3	0	9	4	18	10	-3	-5	2
- COC(=O)c1ccc(C(=O)N=c2sccn2C)cc1
    -5	-1	-2	5	0	-3	0	0	2	-6
- O=C(NCc1ccco1)c1nn2cccnc2c1Cl
    3	6	4	-1	-2	2	0	1	7	2
- COc1ccc(-c2nnn(CC(=O)N(CCCN3CCOCC3)C(C(=O)NC3CCCC3)c3ccco3)n2)cc1 (stereo not given)
    -4	-4	2	-3	-8	1	0	0	-3	3
- CCOc1ccc(C(=O)NCCc2cnc[nH]2)cc1OCC
    -6	4	1	6	1	-1	-1	-5	1	0
- COC(=O)C1CC2=C(CC(C)(C)CC2=O)N(c2ccccc2)C1=O (stereo not given)
    -1	6	1	5	0	2	2	-2	0	-3
- O=C(c1ccccc1F)N1CCCC(C(=O)N2CCc3ccccc3C2)C1 (stereo not given)
    -13	7	4	5	-5	3	3	0	-1	-5
- CCN(CC(=O)NC(C)(C)C)C(=O)CN1c2cccc3cccc(c23)S1(=O)=O
    2	0	2	-5	0	-6	0	11	-2	5
- O=C(COC(=O)CCNS(=O)(=O)c1cccc(C(F)(F)F)c1)NC(=O)NC1CCCCC1
    -2	1	1	9	-5	0	1	5	-6	2
- CCOC(=O)c1cnn(-c2ccccc2)c1-n1cccc1C(=O)C(=O)Nc1ccc(F)cc1
    -22	2	0	-28	-3	0	2	1	-7	-5

UHRF1 MBD2 ctr: entries above that show a hit.
| Compound | PRMT1 FP inh | GC-A act | HTRA1 inhibitor | UHRF1 MBD2 ctr | MBD2 inh | TCR CD3 inh | GC-B act | SIAE inh |
| --- | --- | --- | --- | --- | --- | --- | --- | --- |
| CCN(CC)c1ccc(-c2nnc(SCC(=O)N(CCOC)c3c(N)n(CC(C)C)c(=O)[nH]c3=O)o2)cc1 | -4 | -1 | -7 | 80* | 1 | 7 | -4 | -3 |

A second format for 3 compounds above.
compound,ABHD4 inh,PRMT1 FP inh,GC-A act,HTRA1 inhibitor,rCAG RNA binder,UHRF1 MBD2 ctr,MBD2 inh,TCR CD3 inh,GC-B act,SIAE inh
O=C(NCc1ccco1)c1nn2cccnc2c1Cl,3,6,4,-1,-2,2,0,1,7,2
CC(C)[C@H](NC(=O)c1ccc(Br)cc1)C(=O)NC1CCCCC1,-15,-2,-1,4,5,3,4,-2,-1,-9
CCCCN1CC[C@H]2C=CC[C@@H](C(=O)Nc3nccs3)[C@H]2C1=O,5,-1,-4,3,2,0,-2,1,4,3
